GCN5L2 inh – qHTS Assay for Inhibitors of GCN5L2 | Histone acetyltransferase KAT2A (Homo sapiens), Q92830 | GCN5L2 HAT assay, ThioGlo1 CoA-SH fluorescence | Potency, µM (titrated, usually from 58.9 µM), inactives show at the highest dose activity change, negative = inhibition, actives largely listed as inhibitors | 0.21% of 390,000 active | AID 504327, 2011
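GCN5L2 (20nM final) in 50mM HEPES, 0.1mM EDTA pH 7.5, 0.01% Tween-20 was preincubated 15 min at room temperature with compound, then given ThioGlo1 (50uM), H3(1-25) peptide (75uM) and acetyl-CoA (70uM); CoA-thiol fluorescence (Ex340/Em540) was read at 0 and 20 min.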
FEN1 inh – qHTS Assay for the Inhibitors of Human Flap endonuclease 1 (FEN1) | P39748 | Recombinant FEN1 flap cleavage, fluorescence, 15 min | Potency, µM (highest dose often 114 µM), without a hit: at the highest dose activity change, negative = inhibition, usual class: inhibitors | 0.35% of 390,000 active; also: nearly all actives have a fitted effect of over 65% in size
Target sequence (P39748 whole entry, looked up): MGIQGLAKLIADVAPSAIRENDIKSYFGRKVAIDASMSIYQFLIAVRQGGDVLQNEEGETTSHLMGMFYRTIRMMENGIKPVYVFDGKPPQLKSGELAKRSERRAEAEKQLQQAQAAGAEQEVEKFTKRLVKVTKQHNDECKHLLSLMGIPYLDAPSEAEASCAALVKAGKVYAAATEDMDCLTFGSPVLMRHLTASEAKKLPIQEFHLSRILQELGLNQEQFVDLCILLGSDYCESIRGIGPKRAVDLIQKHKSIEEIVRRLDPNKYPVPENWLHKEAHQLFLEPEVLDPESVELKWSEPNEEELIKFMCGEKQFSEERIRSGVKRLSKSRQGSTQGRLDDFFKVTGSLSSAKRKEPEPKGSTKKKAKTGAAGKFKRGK
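Steps: FEN1 (10 nM) dispensed; compound added by pin tool; 15 min at room temperature; substrate added to 50 nM final; reads at 0 min and 15 min; data normalized and fitted (four-parameter Hill).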
N370S GC – qHTS Assay for Inhibitors and Activators of N370S glucocerebrosidase as a Potential Chaperone Treatment of Gaucher Disease. N370S GC spleen homogenate, 4MU-glucoside fluorescence. Potency, µM (series often up to 59.4 µM), for the others: top-dose activity change, negative = inhibition, hits mostly inhibitors. Lysosomal acid glucosylceramidase (Homo sapiens), P04062. 0.092% of 330,000 active. AID 2101, 2009;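 also: 0% = full enzyme activity and -100% = no enzyme basal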
The depositor's hits bear a star; ? = inconclusive; . = no result given; & = joins results of further samples; [ ] = remark or other dose. Calls follow the shape of the dose curve; as a rule, active = well fitted curve in the direction sought with a large enough effect; inconclusive = small, poorly fitted or top-dose-only effect, or another doubt; inactive = no such curve, though single readings can be large; an effect the other way counts as inactive or inconclusive. Unless noted, % is scaled to controls: 0 for no effect and ±100 for the full control effect; potency is read from the fitted curve at half-maximal effect.

Fields: GCN5L2 inh, FEN1 inh, N370S GC
Fc1ccccc1Sc1ccccc1CNC1=NCCN1
    -9%, 7%, 23%
COc1ccc(C(=O)NC(C)CCCC(C)(C)O)cc1OC1CCN(C(C)=O)CC1 (stereo not drawn)
    ?, 19%, -2%
N#CC1(C#N)[C@@H](C(=O)C23CC4CC(CC(C4)C2)C3)C12CCOCC2
    1%, -17%, -5%
Cc1cccc(NC(=O)CCN2C(=O)c3ccccc3S2(=O)=O)c1C
    -1%, -9%, -20%
O=C(Nc1ccc(F)c(Cl)c1)c1ccc2c(=O)n3c(nc2c1)CCCCC3
    -9%, -5%, -18%
COc1ccc(CCNC(=O)CSc2nnnn2-c2cccc(C(C)=O)c2)cc1OC
    -11%, -9%, .
O=C(N/N=C/c1cccnc1)/C(=C\c1cccs1)NC(=O)c1ccccc1
    -8%, 8%, 15%
Cc1nnc(SCC(=O)Nc2ccc(OC(F)F)c(Cl)c2)n(N)c1=O
    -5%, 10%, .
CCCOc1ccccc1C1CC(=O)Nc2cc3c(cc21)OCO3 (stereo not drawn)
    -2%, -22%, 22%
Cc1nc(-c2ccc(C)c(N3CCN(C(=O)Nc4ccc(Br)cc4)CC3)c2)no1
    -2%, -4%, .
Cc1ccc(-c2cn(CCN)c(-c3ccc(Cl)nc3)n2)cc1
    -14%, -12%, -11%
CCN(CC)S(=O)(=O)c1ccc(-c2cc(C(=O)OC)sc2C(F)(F)F)cc1
    -6%, -12%, 0%
COC(=O)C1(C(=O)OC)NOC2C(=O)N(c3ccc(Cl)cc3Cl)C(=O)C21 (stereo not drawn)
    -13%, 1%, 0%
O=C(NCC1CCCO1)C(c1ccccn1)N(Cc1ccccc1Cl)C(=O)CN1C(=O)c2ccccc2S1(=O)=O (stereo not drawn)
    -6%, 13%, 2%
COc1ccc(/C=C(\NC(=O)c2ccccc2)C(=O)NC2CCS(=O)(=O)C2)cc1 (stereo not drawn)
    -29%, 8%, 3%
COc1ccc(NC(=O)Cc2c(O)c3ccccc3[nH]c2=O)cc1
    -5%, -7%, -5%
COc1ccc(Cn2nnnc2C(c2cc3cc(C)cc(C)c3[nH]c2=O)N2CCOCC2)cc1 (stereo not drawn)
    -10%, -10%, 7%
O=C(Nc1cnc2ccccc2c1)c1ccncc1
    -7%, 1%, 2%
C=C(C)c1cccc(C(C)(C)NC(=O)N2CC(C)OC(C)C2)c1 (stereo not drawn)
    -10%, -5%, 3%
Cc1ccc(C(=O)NCCC(=O)Nc2ccccc2C)cc1
    -2%, 2%, -16%
COC(=O)c1cc(S(=O)(=O)NCc2ccccc2)cn1C
    0%, -8%, 1%
CC1CCCCC1NC(=O)c1ccc(NC2=NC3CS(=O)(=O)CC3S2)cc1 (stereo not drawn)
    5%, -3%, 25%
COc1ccc(CCNC(=S)Nc2ccccc2C)cc1
    -4%, -3%, 8%
Cc1nn(CC(=O)N2c3ccccc3NC(=O)C2(C)C)c(C)c1[N+](=O)[O-]
    -9%, 17%, 14%
COc1ccc(NC(=O)Cn2c(=O)oc3cc(S(=O)(=O)N4CCCC4)ccc32)cc1
    -2%, 3%, 1%
CCCCCCCNC(=O)C1(CC2CC(c3cccc(Br)c3)=NO2)CCNCC1 (stereo not drawn)
    -11%, 1%, ?
COc1ccc(S(=O)(=O)N2CN3CCN(C3)C2)cc1
    -8%, 10%, -2%
COc1ccc(-c2cccc(NS(=O)(=O)c3ccc(NC(C)=O)cc3)c2)nn1
    -10%, -4%, .
O=C(NCCN1CCOCC1)c1ccc2c(c1)ncn2C1CCCCC1
    -15%, -4%, .
C[C@]12c3[nH]c4ccc(Cl)cc4c3CCN1C(=O)[C@@H](CC(=O)NCCN1CCOCC1)C[C@@H]2C(=O)N1CCCCC1
    -4%, 9%, .
CCS(=O)(=O)N1CCc2cc(C(=O)NCCc3ccc(OC)cc3)ccc21
    0%, 19%, .
Cc1ccccc1-c1nn2c(=O)cc(CN3CCN(C(=O)c4ccc(C(C)(C)C)cc4)CC3)nc2s1
    -15%, -16%, .
O=C(NCc1ccco1)C(NS(=O)(=O)c1cccc2nsnc12)c1ccccc1 (stereo not drawn)
    -7%, 1%, 27%
CCCC(=O)NC(c1ccc(OC)c(OC)c1)c1cc(Cl)c2cccnc2c1O (stereo not drawn)
    -1%, -3%&-18%, 5%
Cc1ccc(/C=C/C(=O)N2CCc3ccccc3C2)cc1
    2%[0.501 µM], -3%, 29%
O=C(NCCCNC(=O)c1ccco1)c1cccc(F)c1
    -6%, 0%, 0%
Cc1cc(-c2nc3ncccc3o2)ccc1NC(=O)c1ccc(Br)cc1
    13%, 28%, .
Cc1cc(C)c2c(N)c(C(=O)NN3CC(=O)N(c4cccc(Cl)c4)CC3=O)sc2n1
    -4%, 9%, -11%
CCN1CCN(c2ccc(NC(=O)c3ccccc3F)cc2Cl)CC1
    -7%, -4%, -18%
CCn1cc(C(=O)NCCc2ccc(Cl)cc2)c(=O)c2cc(S(=O)(=O)N(C)C3CCCCC3)ccc21
    -5%, -19%, .
O=C1C(c2ccc(F)cc2)N(Cc2ccc3c(c2)OCO3)C(=O)CN1C1CCCCCC1 (stereo not drawn)
    -12%, -8%, 17%
O=C(NC1CCSc2ccccc21)c1cccc(Cl)c1 (stereo not drawn)
    ?, -10%, -1%
CC(C)Sc1nc2c(cnn2-c2ccc(Cl)cc2)c(=O)[nH]1
    19%, -10%, 10%
CC1(C)CC2CC(C)(CN2S(=O)(=O)c2cccc(C(=O)O)c2)C1 (stereo not drawn)
    0%, 1%, .
c1csc(CNc2ncnc3ccc(-c4ccc5c(c4)OCO5)cc23)c1
    -16%&-6%&-17%, ?, 2%&-2%
OCCNc1nc2ccccc2nc1NCCO
    0%, 14%, 6%
CN1CCN(c2nc3c(c(=O)n(C)c(=O)n3C)n2Cc2ccccc2)CC1
    -15%, 17%, -1%
COc1ccc(/C=N/NC(=O)Nc2ccc3nsnc3c2)c(OC)c1
    -10%, 17%, 17%
CCc1ccc(NC(=O)CSc2nc(=O)n(CCCN3CCOCC3)c3c2CCCC3)cc1
    0%, -5%, -16%
Clc1ccc(-n2nnnc2-c2ccccc2)cc1Cl
    -2%, -12%, 9%

Four entries from above, reformatted:
> Cc1nn(CC(=O)N2c3ccccc3NC(=O)C2(C)C)c(C)c1[N+](=O)[O-]
  GCN5L2 inh = -9% | FEN1 inh = 17% | N370S GC = 14%
> COc1ccc(NC(=O)Cn2c(=O)oc3cc(S(=O)(=O)N4CCCC4)ccc32)cc1
  GCN5L2 inh = -2% | FEN1 inh = 3% | N370S GC = 1%
> CCCCCCCNC(=O)C1(CC2CC(c3cccc(Br)c3)=NO2)CCNCC1 (stereo not drawn)
  GCN5L2 inh = -11% | FEN1 inh = 1% | N370S GC = ?
> COc1ccc(S(=O)(=O)N2CN3CCN(C3)C2)cc1
  GCN5L2 inh = -8% | FEN1 inh = 10% | N370S GC = -2%

Other records:
Fields: GCN5L2 inh, FEN1 inh, N370S GC
Cc1cc(C)c(NC(=S)N(CCCN2CCN(C)CC2)Cc2cccs2)c(C)c1
    -3%, -1%, 1%
C/C(=N\OCC(=O)NC(C)C)c1cccs1
    1%, 28%, -8%
COc1cccc(OCCNC(=O)c2ccccc2Sc2ccccc2C#N)c1
    2%, 3%, 10%
Cc1cc(Cl)c(OCCCN(C)C)c(Br)c1
    1%, -3%, 16%
O=S(=O)(NCc1ccccn1)c1cc(OCC(F)(F)F)ccc1OCC(F)(F)F
    -2%, -1%, 4%
COc1ccc(Cc2nnc(NC(=O)c3cccc(F)c3)s2)cc1OC
    -5%, -5%, 0%
CSc1cccc(CNC(=O)C2CCC(=O)N(CC3CCCCC3)C2)c1 (stereo not drawn)
    -5%, -4%, -23%
O=C(N/N=C/C=C\c1ccco1)c1cccs1
    ?, -18%, 3%
CCOC(=O)c1c(NC(=O)c2ccn(CC)n2)sc2c1CCC2
    -22%, -16%, ?
CC(C)(C)NC(=O)C1N(c2cccnc2)C(=O)C2C(C(=O)Nc3ccccc3F)C3(C)C=CC21O3 (stereo not drawn)
    -5%, -9%, 2%[2.35 µM]
COc1ccccc1CNS(=O)(=O)c1ccc(-n2cnnn2)c(C)c1
    2%, -2%, -1%
O=C1C2CC=CCC2C(=O)N1c1ccc(NCCc2cccc(F)c2)c([N+](=O)[O-])c1 (stereo not drawn)
    -6%, 7%, 9%
O=C(COc1ccc([N+](=O)[O-])cc1Cl)NCCN1C(=O)CSC1=O
    2%, -13%, .
O=C(NCc1ccccc1)c1ccc(Br)cc1
    -5%, 2%, 4%
CCN1C(=O)[C@H]2[C@@H](c3ccc(-c4ccc(Cl)c(Cl)c4)c(OC)c3)N3CCCC[C@@]3(C(=O)OC)[C@H]2C1=O
    -7%, 4%, .
COc1cccc(CNc2cccc3cccnc23)c1O
    -4%, ?, 9%
N/C(=N\OC(=O)Cc1ccc(Cl)cc1)c1ccncc1
    -12%, 0%, -8%
COc1ccccc1CNC(=O)C(=O)c1cn(CC(=O)N2CCOCC2)c2ccccc12
    1%, -3%, -14%
CCNC(=S)Nc1ccc2ncoc2c1
    -3%, 1%, 13%
CCC(C)NCCCOc1cc(Cl)ccc1Cl (stereo not drawn)
    -2%, -1%, -1%
COc1ccc(C)cc1S(=O)(=O)n1ccnc1C
    -5%, -14%, -6%
Cn1c(NCc2c(O)ccc3ccccc23)nc2ccccc21
    -7%, -5%, -23%
COc1cc(N2CCCC2)c(OC)cc1/C=C1/NC(=S)NC1=O
    -7%, -11%, -5%
COc1ccc(C)cc1NC(=O)C1CCN(C(=O)Cc2ccccc2)CC1
    -10%, 2%, -2%
COc1ccccc1-n1c(CNC(=O)c2cccc([N+](=O)[O-])c2C)n[nH]c1=S
    1%, -8%, -1%
Cc1ccc(C(=O)OCC(=O)Nc2ccc(N3CCOCC3)cc2)cc1
    -1%, 4%, 3%
O=C(Cc1c(F)cccc1Cl)c1ccc(O)cc1O
    -8%, 8%, -6%
CC(=O)c1cccc(NC(=O)c2c(-c3c(F)cccc3Cl)noc2C)c1
    -1%, 3%, .
COc1ccc2cc(C(=O)C3CCCN(Cc4ccccn4)C3)ccc2c1 (stereo not drawn)
    -2%, -4%, -9%
CCOc1cccc(/C=N/N2CCN(c3ccc(Cl)cc3)CC2)c1O
    -13%, 10%, 3%

Reprinted from the part before: 2 compounds, followed by the next part.
Fields: GCN5L2 inh, FEN1 inh, N370S GC
COc1ccc2cc(C(=O)C3CCCN(Cc4ccccn4)C3)ccc2c1 (stereo not drawn)
    -2%, -4%, -9%
CCOc1cccc(/C=N/N2CCN(c3ccc(Cl)cc3)CC2)c1O
    -13%, 10%, 3%
O=C(COc1ccc(C(=S)N2CCC(Cc3ccccc3)CC2)cc1)N1CCOCC1
    -6%, 2%, 0%
CCCOc1ccccc1C1NC(=O)NC(C)=C1C(=O)OCCOCC (stereo not drawn)
    2%, 2%, 7%
COc1cc([N+](=O)[O-])cc2cc(C(=O)N3CCCC3)c(=O)oc12
    2%, -2%, 6%
Cc1cc(C(=S)N2CCOCC2)c(C)n1-c1ccc(Cl)cc1
    -8%, -23%, 7%
COc1cc(CNc2nnnn2C)ccc1OCc1ccc(F)cc1Cl
    -7%, -5%, 11%
CC(=O)N1CCN(C(=O)c2ccc(-n3c(C)ccc3C)cc2)CC1
    2%, -2%, -6%
O=C(O)CC(NC(=O)C(c1ccccc1)c1ccccc1)c1ccco1 (stereo not drawn)
    0%, 12%, 8%
NC(=O)CN1C(=O)NC2(CCCc3sccc32)C1=O (stereo not drawn)
    -4%, 2%, -1%
CC(=O)N/C(=N/c1nc(C)cc(C)n1)Nc1ccc(C)cc1C
    1%, 3%, -24%
COc1cc(NC(=O)CN(C)S(=O)(=O)c2ccc3c(c2)CCCC(=O)N3)cc(OC)c1OC
    -3%, -1%, .
CCCn1c(C(O)c2ccc(OC)c(OC)c2)nc2ccccc21 (stereo not drawn)
    -13%, -2%, ?
Cc1cc(NS(=O)(=O)c2ccc(NC(=O)/C=C/c3ccc(Br)cc3)cc2)no1
    ?, -2%, -1%
CN1c2ccccc2C(=O)NC1c1ccc([N+](=O)[O-])s1 (stereo not drawn)
    2%, -7%, -12%
CC(=O)c1cccc(NC(=O)CSc2nnc3ccc(-c4ccc(C)cc4)nn23)c1
    -13%, 2%, .
O=C1CCCN1c1ccc(CNS(=O)(=O)c2ccc(F)cc2)cc1
    -13%, -10%, 9%
CCN(Cc1ccccc1)C(c1cccc(C#N)c1)c1nnnn1C(C)(C)C (stereo not drawn)
    -26%, 3%, 7%
CC(=O)c1cc2c(cc1NC(=O)CCCC(=O)O)OCO2
    2%, 2%, 0%
COCCCNCCOCCOc1c(OC)cccc1OC
    0%, -7%, 1%
COc1cc2c(cc1OC)/C(=C/C(=O)c1ccccc1)NCC2
    -2%, ?, -8%
O=C(CCN1C(=O)COc2ccccc21)N1CCN(c2ccccc2)CC1
    -5%, 0%, -11%

Source: PubChem BioAssay
